Screens from PubChem.
GPR55 LPI antagonism – inhibition of LPI-stimulated GPR55 beta-arrestin translocation – imaging, U2OS, beta-arrestin-GFP, LPI agonist, primary screen (AID 2013); U2OS GPR55 beta-arrestin-GFP translocation imaging, LPI antagonism; higher % means a stronger effect; one-dose inhibition, % at 10 µM; IC50 in µM for titrated hits; hit rate 0.13% among 290,000;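 active = spots per cell inhibited over 60%, with over 100 cells counted and total cytoplasm intensity under 500,000; inconclusive = wells with under 100 cells, flagged as likely toxic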;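 note: U2OS cells stably carrying GPR55 and arrestin-GFP stimulated by 5 µM LPI near EC80; imaged beta-arrestin-GFP aggregate spots per cell after agonist stimulation; plate controls were LPI-stimulated DMSO wells for no effect and DMSO wells without LPI for full effect; some results filed as inactive read as strong as hits; confirmed hits need IC50 under 10 µM and bright autofluorescent wells are also inconclusive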
GPR55 beta-arrestin – selective activators of receptor GPR55 – imaging, U2OS cells, beta-arrestin-GFP redistribution, primary screen (AID 1961) | U2OS GPR55 beta-arrestin-GFP redistribution imaging; higher % means a stronger effect | one-dose activation, % at 10 µM; EC50 in µM for titrated hits | hit rate 0.048% among 290,000;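 active = activation above 40% with more than 50 cells counted in the well; inconclusive = wells holding fewer than 50 cells, flagged as toxic or sparse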;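 note: U2OS osteosarcoma cells stably expressing GPR55 and beta-arrestin-GFP; plate controls were DMSO negative control for no effect and LPI positive control for full effect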
NTR1 agonist – NTR1-driven beta-arrestin-GFP spot formation – imaging, U2OS cells, high content, primary screen (AID 493036); agonist mode; activation, % at 20 µM; hit rate 0.17% among 330,000;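 active = activation at or above 40% of the spot to cytoplasm intensity ratio, with at least 20 cells analyzed; inconclusive = wells under 20 cells, flagged as cytotoxic or low count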;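 note: 0% = DMSO without peptide and 100% = 100 nM NTR1 peptide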
Target sequence (P30989 whole entry, looked up): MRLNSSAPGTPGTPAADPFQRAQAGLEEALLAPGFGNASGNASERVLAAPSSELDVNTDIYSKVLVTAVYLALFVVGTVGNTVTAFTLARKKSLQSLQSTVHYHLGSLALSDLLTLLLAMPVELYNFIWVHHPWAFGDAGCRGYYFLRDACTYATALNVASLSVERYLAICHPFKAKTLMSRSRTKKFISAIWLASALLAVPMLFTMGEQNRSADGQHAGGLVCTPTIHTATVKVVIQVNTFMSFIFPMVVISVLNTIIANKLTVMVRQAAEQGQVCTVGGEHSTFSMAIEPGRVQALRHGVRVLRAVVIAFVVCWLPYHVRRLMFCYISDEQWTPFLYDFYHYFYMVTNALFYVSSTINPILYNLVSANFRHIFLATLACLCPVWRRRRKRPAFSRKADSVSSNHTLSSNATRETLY
GPR35 arrestin U2OS – inhibition of zaprinast-stimulated GPR35 beta-arrestin translocation – imaging, U2OS, beta-arrestin-GFP, zaprinast agonist, primary screen (AID 2058) | U2OS GPR35 beta-arrestin-GFP translocation imaging, zaprinast antagonism; higher % means a stronger effect | inhibition, % at 10 µM, or IC50 in µM where a hit was titrated | hit rate 0.052% among 290,000;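 active = inhibition of at least 50% with at least 30 cells and total cytoplasm GFP at most 10,000,000; inconclusive = under 30 cells or total GFP of 10,000,000 plus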
SV40 large T antigen – TAg ATPase/helicase activity blockers – biochemical (AID 1903) | hit rate 0.39% among 310,000 | SV40 large T antigen ATPase/helicase inhibition assay; higher % means a stronger effect | inhibition, % at 20 µM, or IC50 in µM where a hit was titrated; in the data active = a potency from the dose series; inconclusive = inhibition mostly from about 32% at the one dose, without a potency; inactive = the rest, 99 in 100 with inhibition below about 32%; note: strong numbers were not always called active
AID2073 – disruptors of CaV2.2 binding to Mint1 – biochemical, HTRF (AID 2073); one-dose inhibition, % at 20 µM; IC50 in µM for titrated hits; HTRF protein-protein interaction, Mint1-CaV2.2; higher % means a stronger effect; hit rate 0.19% among 290,000; in the data active = inhibition mostly above about 51%, no sharp cut-off; inconclusive = no clear call, values can overlap the other calls; inactive = mostly below about 53%; note: some results filed as inactive read as strong as hits
NS5 inhibitors – Dengue-2 NS5 methyltransferase inhibitors, primary screen, biochemical, confirmation dose response (AID 588689). Dengue-2 NS5 methyltransferase capping enzyme assay, biochemical; higher % means a stronger effect. inhibition, % at 25 µM, or IC50 in µM where a hit was titrated. hit rate 0.3% among 340,000; in the data active = a potency from the dose series; inconclusive = inhibition above about 29% without an active follow-up result
Yfh1-depleted yeast – mitochondrial function rescue without frataxin homolog – Friedreich's ataxia, plus single-dose screen, dose response (AID 1465). S. cerevisiae Yfh1-off respiration, WST-1 reduction, 72 h; higher fold induction means a stronger effect. fold induction at 50 µM, or EC50 in µM where a hit was titrated. hit rate 0.074% among 220,000;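 active = fold induction of absorbance versus untreated yeast above a set limit, then at least 30% activation at any dose in follow-up; inconclusive = repeats straddling the limit, or above it without dose testing; inactive = fold induction below the set limit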;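 note: activators that raise dye reduction in frataxin-depleted yeast; strong numbers were not always called active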
Rac1 GTP hydrolysis – MgcRacGAP GTPase-activating activity inhibitors, confirmation, biochemical, ADP Hunter fluorescence. inhibition, % at 30 µM; hits with a dose series show IC50 in µM. hit rate 0.6% among 340,000. MgcRacGAP-stimulated Rac1 GTP hydrolysis, ADP Hunter fluorescence; higher % means a stronger effect; GST-tagged Rac1 F28L mutant substrate;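 active = first-screen hits whose inhibition reached a set limit at any dose in the follow-up dose series; inconclusive = inhibition above the set first-screen limit but never retested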;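 note: fluorescence reports GDP produced by GAP-driven GTP hydrolysis; strong numbers were not always called active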
NTR1 agonist cell count 20 µM – further read-out of NTR1 agonist, marked with its call; cell count; measured here: cell count, cytotoxicity flag
The depositor's hits bear a star; i = inactive; ? = inconclusive; nt = no result given.

SMILES	GPR55 LPI antagonism	GPR55 beta-arrestin	NTR1 agonist	NTR1 agonist cell count 20 µM	GPR35 arrestin U2OS	SV40 large T antigen	AID2073	NS5 inhibitors	Yfh1-depleted yeast	Rac1 GTP hydrolysis
CCOC(=O)c1cc(C#N)c(N2CCN(C(=O)c3cccc(C(F)(F)F)c3)CC2)nc1C(F)(F)F	-4.1%	0.8%	4.8	52	-7.5%	3.9%	6.5%	-6.1%	i	11.9%
C=CCn1c(CNS(=O)(=O)c2ccc(Br)cc2)nnc1SC	13.3%	0.3%	0.5	50	-5.1%	4.0%	-2.7%	-5.8%	nt	-1.7%
O=[N+]([O-])c1cccc(-c2n[nH]c(=S)n2-c2ccccc2)c1	10.0%	-0.1%	0.5	63	4.1%	18.2%	-4.9%	nt	i	nt
COc1ccc(C(=O)NC(Cc2ccccc2)c2ccc3c(c2)OCCCO3)cc1 (stereo unspecified)	24.3%	-0.1%	0.3	61	1.2%	0.7%	-0.1%	-5.6%	i	4.9%
CNc1c([N+](=O)[O-])ncn1C	-15.0%	0.3%	-0.6	53	18.0%	8.2%	-0.1%	-8.2%	i	9.4%
Cc1nn(Cc2ccccc2Cl)c(C)c1NC(=O)CSc1n[nH]c(C)c1[N+](=O)[O-]	11.8%	-0.4%	0.6	75	-1.5%	-2.2%	?	nt	i	nt
CC(=O)c1nn(-c2ccc(C)cc2)cc1C(=O)c1cccc(Br)c1	nt	nt	-0.6	56	nt	2.1%	nt	1.5%	nt	8.1%
Cc1cc(NC(=S)NC(=O)c2ccco2)c2ccccc2n1	1.0%	0.2%	-0.3	65	-12.2%	10.0%	17.8%	-19.8%	i	13.2%
COCc1ccc(C(=O)N(C)CC2CCCN(CCc3ccc(Cl)cc3)C2)o1 (stereo unspecified)	5.6%	0.2%	-0.2	60	-0.8%	9.1%	42.1%	1.6%	nt	4.0%
Cc1cccc(Cl)c1OCCCN1CCOCC1	-3.2%	0.4%	-1.2	51	12.7%	22.4%	-4.2%	nt	nt	20.1%
O=C(COC(=O)C1CCC1)Nc1cccc(Cl)c1	nt	nt	-1.0	55	nt	10.6%	nt	-11.1%	nt	2.5%
Cc1cccc(OCC(=O)N(Cc2ccc(F)cc2)C2CCS(=O)(=O)C2)c1C (stereo unspecified)	1.1%	-0.1%	-0.3	85	7.5%	9.6%	-7.3%	-1.8%	nt	9.1%
COc1ccc(S(=O)(=O)N(CC(=O)NC2CC2)C2CCCCC2)cc1Cl	6.5%	0.0%	1.1	52	-8.3%	8.3%	4.3%	-2.7%	i	2.9%
COCCNC(=O)C(c1cccc(OC)c1)N(Cc1cccs1)C(=O)Cn1nnc2ccccc21 (stereo unspecified)	3.3%	-0.2%	-0.4	43	0.3%	5.3%	-1.4%	0.0%	i	6.5%
COc1ccc(C(=O)N/N=c2\oc3ccccc3cc2C(N)=O)cc1	-2.3%	0.2%	0.8	66	-9.2%	4.8%	-4.8%	-3.6%	i	7.2%

Only SV40 large T antigen (2 entries from above):
mol | SV40 large T antigen
O=[N+]([O-])c1cccc(-c2n[nH]c(=S)n2-c2ccccc2)c1 | 18.2%
COc1ccc(C(=O)NC(Cc2ccccc2)c2ccc3c(c2)OCCCO3)cc1 (stereo unspecified) | 0.7%

Additional entries:
SMILES	GPR55 LPI antagonism	GPR55 beta-arrestin	NTR1 agonist	NTR1 agonist cell count 20 µM	GPR35 arrestin U2OS	SV40 large T antigen	AID2073	NS5 inhibitors	Yfh1-depleted yeast	Rac1 GTP hydrolysis
COc1cc(/C=C(\C#N)c2nc3ccc(C)cc3[nH]2)cc([N+](=O)[O-])c1O	-14.9%	-0.1%	nt	nt	-14.3%	21.4%	3.6%	14.0%	i	26.9%
CCOC(=O)/C(=N\Nc1cc(Cl)ccc1Cl)N1CCN(CC)CC1	1.1%	-0.2%	2.1	45	14.0%	3.1%	-0.5%	-2.2%	i	0.1%
O=C(Nc1ccc(S(=O)(=O)N2CCc3ccccc3C2)cc1)C1CCCO1 (stereo unspecified)	9.4%	-0.1%	2.7	56	14.6%	20.4%	3.3%	-3.2%	i	4.0%
COc1ccccc1N1CCN(C(=O)c2cc3sccc3n2C)CC1	1.1%	0.2%	-1.2	88	0.7%	4.2%	8.8%	0.8%	i	-1.3%
CCN(CCO)Cc1cc(=O)oc2c(C)c(C)ccc12	-2.1%	-0.3%	1.6	55	3.1%	5.1%	-14.7%	3.5%	i	-3.7%
COc1ccccc1NS(=O)(=O)c1cc(C(=O)NCC(C)(C)N2CCOCC2)ccc1C	nt	nt	1.7	61	nt	11.7%	nt	1.5%	nt	5.5%
O=C(CCN1CCCCC1)Nc1ccccc1	9.6%	0.5%	1.4	51	3.2%	2.7%	-5.2%	-3.0%	i	1.2%
COc1cc(C2CC(=O)c3c(ccc4ccccc34)N2)ccc1O (stereo unspecified)	-2.3%	1.6%	1.0	62	6.9%	1.5%	-3.5%	-2.9%	i	3.0%
CCCc1nc(SCC(=O)N2CCN(c3ccccc3)CC2)c2c(=O)n(C)c(=O)n(C)c2n1	-0.6%	0.7%	15.2	59	-11.7%	11.3%	10.6%	-9.7%	nt	4.3%
Cn1nc(-c2ccc(C(=O)N3CCN(CCO)CC3)cc2)c2ccccc2c1=O	-19.9%	-0.1%	-3.7	82	4.4%	-3.7%	7.8%	8.4%	i	3.4%
O=C(NC1CCCCC1)C(c1ccc(O)c(O)c1)N(C(=O)Cn1nnc2ccccc21)c1cccc(O)c1 (stereo unspecified)	-2.0%	-0.2%	-1.0	45	-14.1%	10.6%	-7.6%	-1.5%	i	3.1%
CNc1nc2c(C)cccn2c(=O)c1C=Nc1ccc(OC)cc1	1.8%	0.2%	14.7	44	-9.8%	4.4%	-1.3%	-9.5%	i	9.8%
O=C(O)CC1NCCc2ccccc21 (stereo unspecified)	6.1%	-0.1%	0.0	68	8.2%	1.1%	-4.2%	-5.2%	i	6.1%
Cc1ccsc1C(=O)OCC(=O)NCCC1=CCCCC1	7.2%	-0.2%	0.0	82	-5.5%	2.6%	2.2%	-4.4%	i	0.2%
CC(=O)c1ccc(NC(=O)CSc2ccc(-c3ccc(-n4cccn4)cc3)nn2)cc1	nt	nt	-0.8	52	nt	4.2%	nt	2.9%	nt	0.5%
Cc1ccnc2nc(C(=O)OCC(=O)Nc3ccccc3C(C)(C)C)nn12	11.0%	-0.3%	1.4	53	-4.7%	26.2%	0.8%	-11.7%	i	8.9%
CN1C(=O)/C(=C\c2ccccc2)Sc2ccc(C(=O)N3CCN(c4ccccn4)CC3)cc21	9.2%	0.5%	nt	nt	-13.6%	4.4%	8.2%	nt	i	nt
Cc1ccc(-c2nc(N/N=C/c3ccccc3[N+](=O)[O-])c3ccccc3n2)cc1	2.8%	0.2%	33.9	84	13.9%	2.6%	1.6%	-1.4%	i	3.0%
O=C(NNc1nc2c(F)cccc2s1)c1cc(=O)c2ccccc2o1	-0.5%	0.3%	1.0	80	-3.1%	28.6%	19.1%	4.8%	nt	5.8%
O=C(NCc1ccccc1Cl)c1cnccn1	27.2%	-0.1%	0.0	58	6.8%	0.1%	-3.2%	6.1%	i	3.3%
Cc1nc(-c2ccc(S(=O)(=O)N3CCN(CCc4ccccc4)CC3)s2)cs1	-3.9%	0.0%	0.6	61	-2.3%	7.6%	2.4%	nt	i	nt
CC(=O)Nc1nnc(SCC(=O)Nc2nc(C)cs2)s1	5.6%	-0.1%	1.0	49	6.6%	16.0%	13.1%	-2.0%	nt	3.8%
COC(=O)COc1cccc(/C=N/NC(=O)CCSc2ccccc2)c1	0.5%	0.5%	2.8	50	2.2%	10.8%	-11.1%	-6.6%	i	6.6%
CN(C)S(=O)(=O)c1cccc(NC(=O)Cn2cnc3ccccc3c2=O)c1	-18.0%	-0.1%	-0.2	44	-3.1%	12.3%	-2.8%	-5.6%	i	8.2%
CCC(C)Sc1nc2c(c(=O)n1C)SC(C)C2 (stereo unspecified)	8.1%	0.2%	3.7	76	5.3%	2.7%	12.1%	-3.5%	i	15.5%
O=C1NC(=S)S/C1=C\c1coc2ccc(O)cc2c1=O	0.0%	-0.1%	0.2	52	-14.8%	?	-7.8%	-38.0%	i	7.3%
O=C(NCc1ccccn1)C(=O)C1C(=O)Nc2ccccc21 (stereo unspecified)	5.6%	0.0%	2.5	46	9.7%	-0.9%	-6.4%	0.0%	i	9.8%
Cc1ccc2nc(-c3ccccn3)c(Nc3ccccc3C)n2c1	2.0%	-0.3%	5.7	55	-6.4%	16.6%	28.1%	-0.9%	i	18.3%
O=C(c1ccccc1Oc1nnnn1-c1ccccc1)N1CCOCC1	-1.3%	0.1%	-0.4	78	3.2%	-1.6%	4.3%	7.4%	i	4.5%
Cc1ccc(N=Nc2ccc(O)c(/C=N\NC(=O)c3ccc(N)cc3)c2)cc1C	8.7%	-0.2%	-0.8	68	2.1%	-1.5%	47.4%	1.3%	i	5.0%
CCOc1ccc(/C=N/NC(=O)c2cccc3ccccc23)c(OCC)c1	8.7%	0.3%	3.6	67	-9.1%	11.1%	12.0%	4.8%	nt	-1.3%
COc1ccccc1CNC(=O)c1ccc(NS(=O)(=O)c2c(C)noc2C)cc1	4.7%	0.0%	-2.4	78	3.9%	-1.5%	-2.6%	2.4%	i	-2.5%
CC1(C)CC(=O)C(C2C3=C(CC(C)(C)CC3=O)OC3=C2C(=O)CC(C)(C)C3)=C(O)C1	-5.2%	0.1%	2.5	43	-9.5%	4.6%	2.5%	0.8%	nt	6.6%
Cc1cccc(NC(=O)c2nc[nH]c2C(=O)N[C@@H](Cc2ccccc2)C(=O)OCc2ccccc2)c1	13.8%	-0.1%	29.4	57	-31.8%	16.8%	13.6%	-9.8%	i	13.2%
CCSc1nnc(NC(=O)NC(CC)(C(F)(F)F)C(F)(F)F)s1	9.6%	0.2%	9.1	41	-3.2%	5.0%	-11.2%	-3.2%	i	8.2%
CN(C(=O)Cn1cc(C#N)c2ccccc21)c1ccccc1	1.1%	-0.1%	-1.0	57	7.9%	-3.7%	1.0%	-0.7%	i	6.1%
COc1ccc(OC)c(NC(=O)COc2ccc(S(=O)(=O)NC(C)C)cc2)c1	9.7%	0.0%	0.3	44	3.9%	3.0%	40.4%	-0.7%	i	2.7%
